Assay outcomes deposited in PubChem by several laboratories.
TRPC4 agonist: activators of mouse TRPC4 channel. HEK293 TRPC4beta/mu-opioid, Fluo4 calcium fluorescence; hits give high values. B-score at 10 µM. 310,000 tested, 0.49% active. Q9QUQ5. AID 2237;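 active = B-score above 5 SD of library B-scores, and initial fluorescence ratio not above library mean plus 5 SD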;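 also: positive B-score marks a calcium rise read as TRPC4 activation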
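Technique: kinetic Fluo4 calcium fluorescence; Test system: TRPC4beta and mu-opioid receptor HEK293 stable cells; Measure: B-scored integrated calcium fluorescence ratio; Benchmarks: low control buffer alone, high control maximal DAMGO; Schedule: 45 min room-temperature Fluo4 loading, 110 s read.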
KCNK3 block: human KCNK3 channel inhibition, primary screen; B-score at 10 µM; 340,000 tested, 0.84% active; O14649; CHO-KCNK3 thallium flux, FluxOR fluorescence; hits give low values; AID 602410;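 active = B-score under library mean minus 4 SD, starting fluorescence ratio at most library mean plus 5 SD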;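 also: more negative B-score means stronger inhibition of thallium flux through KCNK3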
hERG protect: hERG (human) protection from proarrhythmic block; AID 1511; 310,000 tested, 0.51% active; CHO-hERG, FluxOR thallium flux, dofetilide IC70 present; activation (rescue from dofetilide block), less the hit threshold, % at 10 µM;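 active = activation above the mean of controls blocked by dofetilide plus 5 SD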;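 also: thallium influx through hERG after potassium depolarization seen as dye fluorescence rise; in these data hits start at about 4.7%; inactives centre near -7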
KCNK9 inh: blocks the human KCNK9 two-pore domain potassium channel; Q9NPC2; HEK293 KCNK9, FluxOR thallium flux fluorescence; hits give low values; B-score at 10 µM; 310,000 tested, 1.2% active; AID 488922;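 active = ratio B-score over 3 SD below the library mean, with starting fluorescence within 5 SD of its mean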;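 also: negative B-score means less thallium flux so channel inhibition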
ANO1 block: mouse TMEM16A channel inhibition, primary screen | Q8BHY3 | HEK293 TMEM16A/YFP iodide influx fluorescence, ionomycin | normalized B-score (activity score, 25-100; higher = stronger inhibition) at 10 µM | 310,000 tested, 1.2% active | AID 588511;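 active = ratio plate-corrected score three or more library SD toward inhibition, starting fluorescence score within five deviations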;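 also: score derived from kinetic fluorescence span divided by baseline fluorescence per well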
Target sequence (Q8BHY3 whole entry, looked up): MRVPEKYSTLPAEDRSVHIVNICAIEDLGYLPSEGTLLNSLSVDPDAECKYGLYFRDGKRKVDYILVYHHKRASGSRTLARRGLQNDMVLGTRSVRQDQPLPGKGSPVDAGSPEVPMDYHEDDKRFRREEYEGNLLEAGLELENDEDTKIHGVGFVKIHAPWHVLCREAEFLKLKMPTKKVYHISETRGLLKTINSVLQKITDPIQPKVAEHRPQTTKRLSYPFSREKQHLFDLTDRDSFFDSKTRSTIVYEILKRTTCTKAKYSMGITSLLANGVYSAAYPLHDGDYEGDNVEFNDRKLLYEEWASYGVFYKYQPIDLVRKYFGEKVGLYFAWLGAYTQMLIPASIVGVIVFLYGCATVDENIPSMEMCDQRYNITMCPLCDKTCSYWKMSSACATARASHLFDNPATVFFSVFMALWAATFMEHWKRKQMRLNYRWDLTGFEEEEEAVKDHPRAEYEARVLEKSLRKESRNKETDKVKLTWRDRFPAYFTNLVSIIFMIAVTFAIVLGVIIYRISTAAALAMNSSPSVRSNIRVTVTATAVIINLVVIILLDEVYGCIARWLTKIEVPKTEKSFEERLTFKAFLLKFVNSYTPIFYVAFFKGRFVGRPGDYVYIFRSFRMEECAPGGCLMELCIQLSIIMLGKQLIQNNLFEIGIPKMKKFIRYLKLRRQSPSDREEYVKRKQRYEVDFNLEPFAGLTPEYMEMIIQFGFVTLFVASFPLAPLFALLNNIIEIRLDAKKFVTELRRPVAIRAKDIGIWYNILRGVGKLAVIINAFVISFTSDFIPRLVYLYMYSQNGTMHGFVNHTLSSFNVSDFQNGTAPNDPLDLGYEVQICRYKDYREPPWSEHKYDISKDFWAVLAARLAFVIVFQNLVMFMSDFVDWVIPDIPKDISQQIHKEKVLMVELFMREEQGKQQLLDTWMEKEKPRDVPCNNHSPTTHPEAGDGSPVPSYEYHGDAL
Dyrk1A ADPGlo: Dyrk1A (rat) kinase inhibition; inhibition, % at 12.5 µM; Q63470; ADP-Glo luminescence, NFATc1 peptide; 310,000 tested, 0.43% active; in the data active = inhibition above about 50%;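 also: plate controls were vehicle with enzyme for no effect and no enzyme for full effect; many of its hits are not listed in these tables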
TRPC4 potent: allosterically enhances the mouse TRPC4 cation channel | HEK293 TRPC4beta/mu-opioid, DAMGO EC20, Fluo-4 Ca2+ flux; hits give high values | B-score at 10 µM | 310,000 tested, 0.42% active;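 active = B-score of calcium response area above 5 SD of library B-scores, with initial fluorescence ratio within 5 SD of library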;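 also: B-score of integrated fluorescence ratio over time as area under calcium response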
KCNQ1 block: inhibitors of human KCNQ1 potassium channel | CHO-K1 KCNQ1, FluxOR thallium flux fluorescence; hits give high values | AID 2642 | 310,000 tested, 1.3% active | B-score at 10 µM;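 active = compounds whose thallium flux B-score, printed positive for inhibition, exceeds three library SD while starting fluorescence stays within three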;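 also: channel opened by potassium depolarization with thallium stimulus after 20 min compound exposure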
TMEM16A act: activates or potentiates the mouse TMEM16A chloride channel. Q8BHY3. B-score at 10 µM. AID 623877. HEK293 TMEM16A/YFP-H148Q/I152L, iodide quench fluorescence; hits give low values. 340,000 tested, 0.3% active;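 active = fluorescence-ratio B-score plate-corrected deviation score at least 3 library SD below zero, with starting fluorescence score within 5 deviations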;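 also: channel opened by trigger with iodide after compound preincubation; score built on the fluorescence ratio of max minus min over baseline; more negative score means more quench and so TMEM16A activation or potentiation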
HDAC3 inh: blocks human histone deacetylase 3; recombinant HDAC3, fluorogenic peptide/trypsin coupled, fluorescence; AID 2718; 320,000 tested, 0.15% active; inhibition, % at 8.3 µM; O15379; in the data active = inhibition above about 26%, passing the limit was not always enough
KCNQ1 pot: potentiates or activates the human KCNQ1 potassium channel | B-score at 10 µM | 310,000 tested, 0.35% active | CHO-K1 KCNQ1, thallium flux FluxOR fluorescence; hits give high values;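 active = fluorescence ratio B-score, a plate-corrected score, at least three library SD, with initial intensity B-score within 5 SD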
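assay system = KCNQ1-transfected CHO-K1 cells | medium = assay buffer with matched DMSO | probe or stimulus = depolarizing K+/Tl+ stimulus, K2SO4 and Tl2SO4 each 12.5 mM in 5x stock | dosing = single dose | incubation = dye 90 min, compound 20 min, room temperature | detection = kinetic FluxOR fluorescence, 10 s baseline plus 110 s post-stimulus | evaluation = ratio B score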
The depositor's hits bear a star; i = inactive; nt = no result given.

| canonical_smiles | TRPC4 agonist | KCNQ1 block | TMEM16A act | KCNQ1 pot | hERG protect | HDAC3 inh | Dyrk1A ADPGlo | TRPC4 potent | KCNK9 inh | ANO1 block | KCNK3 block |
| --- | --- | --- | --- | --- | --- | --- | --- | --- | --- | --- | --- |
| Cc1cc(Cl)nc(-c2ccccc2)n1 | i | i | i | i | -4 | -5 | 1 | i | i | i | i |
| C#Cc1cccc(C(=O)N2CCCC(CCC(=O)NCc3ccccc3F)C2)c1 (stereo not given) | i | i | i | i | -6 | 3 | -2 | i | i | i | i |
| CC1=C(C(=O)Nc2ccc(C)cn2)C(c2cnn(C)c2)C2=C(CCCC2=O)N1 (stereo not given) | i | i | i | i | -9 | -11 | 9 | i | i | i | i |
| CC(C)C(C)N(Cc1ccc(C(=O)O)cc1)C(=O)c1ccc2ccccc2n1 (stereo not given) | i | i | i | i | -10 | 1 | 4 | i | i | i | i |
| CCOP(=O)(OCC)C(Nc1ccc(OC)cc1)c1ccco1 (stereo not given) | i | i | i | i | -18 | -1 | 0 | i | i | i | i |
| CCC(SC1=Nc2ccccc2C2=NC(CC(C)C)C(=O)N12)C(=O)Nc1ccc2c(c1)OCO2 (stereo not given) | i | i | i | i | -13 | 6 | 3 | i | i | i | i |
| O=C(NC(=S)Nc1nc2c(s1)CCCC2)c1ccccc1 | i | i | i | i | -4 | 3 | 0 | i | i | i | i |
| CCCC(=O)Nc1sc(Cc2ccccc2)c(C)c1C(N)=O | i | i | i | i | -5 | 4 | nt | i | i | i | i |
| COc1ccc(Cl)cc1NC(=O)CN(C)C(=O)CN1C(=O)NC2(CCCC2)C1=O | i | i | i | i | -6 | 1 | 1 | i | i | i | i |
| CC(=O)Nc1ccc(S(=O)(=O)NCCCCNS(=O)(=O)c2ccc(NC(C)=O)cc2)cc1 | i | i | i | i | -1 | 0 | -1 | i | i | i | i |
| COc1ccc(NC(=O)Nc2cccc3ccccc23)cc1OC | i | i | i | i | -6 | nt | nt | i | i | i | i |
| CCOC(=O)N/N=C/c1ccccc1OCc1ccc(Cl)cc1 | i | i | i | i | -9 | -6 | 2 | i | i | i | i |
| COc1ccc(N(CC(=O)NCc2ccc(F)cc2)C(=O)CCC(=O)Nc2nccs2)cc1 | i | i | i | i | -6 | 0 | 1 | i | i | i | i |
| CCn1c(SCC(=O)Nc2cc(C)on2)nnc1-c1ccc(S(=O)(=O)N2CCCC2)cc1 | i | i | i | i | -16 | -2 | -4 | i | i | i | i |
| O=C(CN(C(=O)CCC(=O)Nc1nccs1)c1ccc(F)cc1)NCc1ccc(F)cc1 | i | i | i | i | -5 | 0 | -5 | i | i | i | i |
| O=c1[nH]c2ccc(S(=O)(=O)N3CCCCC3)cc2o1 | i | i | i | i | -1 | 4 | -17 | i | i | i | i |
| Cc1ccc(S(=O)(=O)/C=C/c2ccccc2)cc1 | i | i | i | i | -7 | 4 | 11 | i | i | i | i |
| COC(=O)c1sc(-c2ccccc2)cc1NC(=O)C1CC1 | i | i | i | i | -2 | -1 | 7 | i | i | i | i |
| COCCOC(=O)C1=C(C)NC(=O)NC1c1c(OC)ncnc1OC (stereo not given) | i | i | i | i | -6 | 0 | 0 | i | i | i | i |
| CC(=O)Nc1ccc(OCC(O)Cn2ccnc2C)cc1 (stereo not given) | i | i | i | i | -3 | -3 | 0 | i | i | i | i |
| COc1cccc(-c2csc(N3CCN(C(=S)Nc4cccc(Cl)c4)CC3)n2)c1 | i | i | i | i | -3 | nt | -1 | i | i | i | i |
| CCc1ccc(NC(=O)CSc2nc3cc(C(=O)OC)ccc3c(=O)n2CC2CCCO2)cc1 (stereo not given) | i | i | i | i | -10 | 4 | -1 | i | i | i | i |
| O=C1/C(=C/c2ccncc2)CCC/C1=C\c1ccncc1 | i | i | i | i | -18 | nt | 6 | i | i | nt | i |
| Cc1nc(SC(C)C(=O)Nc2cccc(C(F)(F)F)c2)c2c(C)c(C(=O)O)sc2n1 (stereo not given) | i | i | i | i | -11 | 2 | 2 | i | i | i | i |
| Cc1c(C(=O)N2CCOCC2)sc(NC(=O)c2ccc3c(c2)OCO3)c1C#N | i | i | i | i | -9 | 2 | -3 | i | i | i | i |
| COc1ccc(CC(=O)NCc2nnc(SCC(=O)c3ccc(OC)cc3)n2C)cc1 | i | i | i | i | -2 | 0 | -28 | i | i | i | i |
| CCOc1ccc(NC(=O)CSc2nnc(-c3ccccn3)n2N)cc1 | i | i | i | i | -4 | -2 | -4 | i | i | i | i |
| COc1ccc(N2C(=O)NC(NS(=O)(=O)c3ccccc3)(C(F)(F)F)C2=O)cc1 (stereo not given) | i | i | i | i | -9 | 5 | -9 | i | i | i | i |
| O=C(CN1C(=O)c2ccc([N+](=O)[O-])cc2C1=O)NCc1ccc(C(=O)O)cc1 | i | i | i | i | -10 | -5 | -1 | i | i | i | i |
| O=C(O)c1ccccc1Oc1ccc(Oc2ccccc2)cc1 | i | i | i | i | -2 | 4 | nt | i | i | i | i |
| CN(C(=O)CN1CCC(NC(=O)c2ccccc2Br)CC1)C1CCCCC1 | i | i | i | i | -1 | -2 | -1 | i | i | i | i |
| CCn1c(SCc2cccnc2)nnc1-c1c[nH]c2ccccc12 | i | i | i | i | -5 | 4 | -3 | i | i | i | i |
| COc1ccc(OC(=O)COc2cccc(C)c2)cc1 | i | i | i | i | -15 | 3 | 11 | i | i | i | i |
| Cc1[nH]c2ccc(-c3n[nH]c(=S)n3Cc3ccccc3)cc2c1C | i | i | i | i | -9 | 8 | -4 | i | i | i | i |
| CC1(C)NC(=O)N(CCCCOc2ccc(Br)cc2Cl)C1=O | i | i | i | i | -9 | 0 | 2 | i | i | i | i |
| COC(=O)c1ccccc1NC(=O)NCc1ccco1 | i | i | i | i | -5 | 0 | 6 | i | i | i | i |
| CC1(C)Cc2c(sc(NC(=O)C(=O)N3CCCC3)c2C#N)CO1 | i | i | i | i | -1 | -7 | -7 | i | i | i | i |
| COc1ccc2[nH]c(C(=O)N/N=C/c3cc(OC)c(OC)c(OC)c3)cc2c1 | i | i | i | i | -7 | 0 | 27 | i | i | i | i |
| O=C(CSc1nnc(SCc2ccccc2)s1)N/N=C/C=C/c1ccccc1[N+](=O)[O-] | i | i | i | i | -13 | -2 | 5 | i | -7.8* | i | i |
| Oc1ccc(Br)cc1/C=N/N1CCN(Cc2cccc3ccccc23)CC1 | i | i | i | i | -7 | 1 | 3 | i | i | i | i |
| CC1C(=O)N(Cc2ccc([N+](=O)[O-])cc2)c2ccccc2N1C(=O)C1CC1 (stereo not given) | i | i | nt | i | -15 | 4 | nt | i | i | i | nt |
| CC(=O)N1CCN(C(=O)C(Cc2c[nH]c3ccccc23)NC(=O)c2ccccc2Cl)CC1 (stereo not given) | i | i | i | i | -2 | 0 | 3 | i | i | i | i |
| Cc1sc2ncn(CC(=O)NCCCC(=O)Nc3ccc(C(C)C)cc3)c(=O)c2c1C | i | i | i | i | -7 | 3 | -3 | i | i | i | i |
| COc1ccc(NC(=O)c2sc3ncn(CC(=O)N4CCN(c5ccccn5)CC4)c(=O)c3c2C)cc1OC | i | i | i | i | -9 | 6 | nt | i | i | i | i |
| O=C(Cc1ccccc1)Nc1ccc(NC(=O)c2ccco2)cc1 | i | i | i | i | -4 | 3 | 3 | i | i | i | i |
| COc1ccc2cc(C#N)c(SCC(=O)N3CC(=O)Nc4ccccc43)nc2c1 | i | i | i | i | -8 | -2 | 2 | i | i | i | i |
| Cc1ccc(NC(=O)CCC(=O)NNC(=O)c2ccco2)c(C)c1 | i | i | i | i | -7 | 1 | -6 | i | i | i | i |
| O=C(CCc1nnc2ccc(NCc3ccco3)nn12)Nc1cc(F)ccc1F | i | i | i | i | -7 | 9 | -8 | i | i | i | i |
| CCOC(=O)COc1ccc2c(=O)c(-c3ccccc3OC)coc2c1 | i | i | i | i | -1 | -9 | 1 | i | i | i | i |
| O=C(NNC1CC(=O)N(c2ccc(F)cc2)C1=O)c1cccnc1 (stereo not given) | i | i | i | i | -10 | -2 | -1 | i | i | i | i |
| N#Cc1c(N)n(CCNC(=O)c2ccc(Cl)cc2)c2nc3ccccc3nc12 | i | i | i | i | -5 | -5 | 3 | i | i | i | i |
| O=C(CSCc1cccc(Cl)c1)Nc1ccccc1-c1ccccc1 | i | i | i | i | -2 | 8 | -7 | i | i | i | i |
| O=C(CN1CCN(c2ccccn2)CC1)Nc1cc(C(F)(F)F)ccc1Cl | i | i | i | i | -3 | -8 | 5 | i | i | i | i |
| c1ccc(OCCCn2ccnc2)cc1 | i | i | i | i | -1 | -13 | -5 | i | i | i | i |
| CC(C)(C)c1ccc(NC(=S)NCc2cccnc2)cc1 | i | i | i | i | -2 | 0 | 9 | i | i | i | i |
| COc1ccc(-n2cc(-c3ccccc3)c3c(N4CC(C)OC(C)C4)ncnc32)cc1 (stereo not given) | i | 12* | i | i | -35 | 2 | 3 | i | i | i | -11* |
| CCCCCCC(=O)NNC(=O)CC(=O)Nc1ccccc1C(=O)O | i | i | i | i | -4 | -6 | 6 | i | i | i | i |
| CC(=O)c1ccc(N2CCN(C(=O)CCCn3c(=S)[nH]c4cc5c(cc4c3=O)OCO5)CC2)cc1 | nt | nt | i | nt | nt | 2 | 4 | nt | nt | i | i |
| CC(C)(C)CN1CCC(Oc2cccc(C(=O)N3CCNC(=O)C3(C)C)c2)CC1 | i | i | i | i | -10 | 0 | 5 | i | i | i | i |
| O=C(CC1CCCCC1)N1CCCC(c2nc(-c3ccc(S(=O)(=O)N4CCCC4)cc3)no2)C1 (stereo not given) | i | i | i | i | -6 | 7 | 5 | i | i | i | i |

(cont.)
| canonical_smiles | TRPC4 agonist | KCNQ1 block | TMEM16A act | KCNQ1 pot | hERG protect | HDAC3 inh | Dyrk1A ADPGlo | TRPC4 potent | KCNK9 inh | ANO1 block | KCNK3 block |
| --- | --- | --- | --- | --- | --- | --- | --- | --- | --- | --- | --- |
| Cc1ccc2oc(C(=O)Nc3ccc(S(=O)(=O)Nc4onc(C)c4C)cc3)cc(=O)c2c1 | i | i | i | i | -10 | -1 | -2 | i | i | i | i |
| COc1cc(Cn2c(C(=O)O)cc3sccc32)cc(OC)c1OC | i | i | i | i | 0 | nt | -3 | i | i | nt | i |
| CCCCC[C@H](O)/C=C/[C@@H]1[C@@H](C/C=C\CCCC(=O)OC)[C@@H](O)C[C@H]1O | i | i | i | i | -22 | 3 | 0 | i | i | i | i |
| Cn1c(SCC(=O)NCCc2ccccc2)nnc1-c1ccco1 | i | i | i | i | -7 | 1 | -1 | i | i | i | i |

Some of the compounds tested (hit frequency here may not be typical).
